EPAC1 ag: qHTS for Agonist of cAMP-regulated guanine nucleotide exchange factor 3 (EPAC1): primary screen; hit rate 0.073% among 360,000; Potency, µM (series often up to 154 µM), without a hit: at the highest dose activation, actives largely listed as activators; EPAC1 agonist qHTS, biochemical assay; response scale: 100% = response to 6.5 mM cAMP; AID 720707, 2013; further: potency means the concentration at half of the fitted maximal effect; nearly all actives have a fitted effect of over 60% in size
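Multi-concentration qHTS readout: loss of Rap1B-bound BODIPY-GDP fluorescence driven by 100 nM EPAC1 with excess GDP (50 uM), monitored kinetically at room temperature; agonist response expressed relative to 6.5 mM cAMP.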
PI5P4Ka inh: qHTS for Inhibitors of phosphatidylinositol 5-phosphate 4-kinase (PI5P4K); Phosphatidylinositol 5-phosphate 4-kinase type-2 alpha (Homo sapiens), P48426; PI5P4Kalpha enzyme, ADP-Glo luminescence, 60 min; stronger effect = lower value; max response, %; hit rate 1.2% among 330,000; AID 652105, 2013; active means max response of -50% or lower; inconclusive means between -30% and -50%; inactive means -30% or higher; further: value at the top dose of about 77 µM; on the % scale 0 is the no-effect control and ±100 the full control effect
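ADP-Glo luminescence end-point after a 60 min room-temperature kinase reaction. PI5P4Kalpha and substrate in HEPES pH 7.4 buffer with EGTA, 0.1% CHAPS and 5% DMSO; ATP at 5 microM final.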
EPAC2 ag: qHTS for Agonist of cAMP-regulated guanine nucleotide exchange factor 4 (EPAC2): primary screen; Potency, µM (series often up to 154 µM), inactives show at the highest dose activation, usual class: activators; Rap guanine nucleotide exchange factor 4 (Homo sapiens), Q8WZA2; hit rate 0.079% among 360,000; AID 720711, 2013; EPAC2 activation, biochemical qHTS; response scale: 100% = 6.5 mM cAMP response; further: potency means the concentration at half of the fitted maximal effect; nearly all actives have a fitted effect of over 50% in size
Target sequence (Q8WZA2 whole entry, looked up): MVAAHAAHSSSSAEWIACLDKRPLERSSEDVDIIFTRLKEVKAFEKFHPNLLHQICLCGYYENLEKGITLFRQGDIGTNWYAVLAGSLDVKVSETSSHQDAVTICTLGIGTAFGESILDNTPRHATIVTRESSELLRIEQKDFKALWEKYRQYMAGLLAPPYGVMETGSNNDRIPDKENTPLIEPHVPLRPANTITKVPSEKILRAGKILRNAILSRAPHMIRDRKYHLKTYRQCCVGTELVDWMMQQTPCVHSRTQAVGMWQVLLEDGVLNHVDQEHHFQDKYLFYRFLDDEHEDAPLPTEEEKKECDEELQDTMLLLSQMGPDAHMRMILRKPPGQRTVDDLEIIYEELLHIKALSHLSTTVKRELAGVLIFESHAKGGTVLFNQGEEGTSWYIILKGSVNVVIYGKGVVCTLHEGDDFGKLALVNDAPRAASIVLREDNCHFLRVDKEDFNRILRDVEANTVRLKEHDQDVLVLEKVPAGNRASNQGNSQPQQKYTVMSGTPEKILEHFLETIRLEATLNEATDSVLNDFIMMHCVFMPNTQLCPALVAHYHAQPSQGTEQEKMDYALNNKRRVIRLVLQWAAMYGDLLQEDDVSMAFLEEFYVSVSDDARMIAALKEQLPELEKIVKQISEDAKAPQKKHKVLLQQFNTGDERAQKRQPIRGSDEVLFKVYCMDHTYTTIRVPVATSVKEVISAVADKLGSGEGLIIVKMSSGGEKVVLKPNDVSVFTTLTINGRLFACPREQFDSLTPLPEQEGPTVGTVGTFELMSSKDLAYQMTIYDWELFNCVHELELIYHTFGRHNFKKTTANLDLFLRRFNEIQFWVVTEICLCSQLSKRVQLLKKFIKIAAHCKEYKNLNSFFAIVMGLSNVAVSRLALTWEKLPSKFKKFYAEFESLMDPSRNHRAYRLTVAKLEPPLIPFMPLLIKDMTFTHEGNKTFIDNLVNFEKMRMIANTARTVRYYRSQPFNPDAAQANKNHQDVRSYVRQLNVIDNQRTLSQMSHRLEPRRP
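Exchange assay: 100 nM EPAC2 with 250 nM Rap1B-BODIPY-GDP and 50 uM GDP. Fluorescence (ex 480/em 540 nm) read every 5 min for 30 min at room temperature. Data normalized to 6.5 mM cAMP as agonist control.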
PLK1 PBD block: qHTS for Inhibitors of PLK1-PDB (polo-like kinase 1 - polo-box domain): Primary Screen; Plk1 PBD binding of FITC phosphopeptide, fluorescence polarization; AID 720504, 2013; Serine/threonine-protein kinase PLK1 (Homo sapiens), P53350; hit rate 2.8% among 360,000; Potency, µM, for inactives: max response, negative = inhibition, actives largely listed as inhibitors; further: potency means the concentration at half of the fitted maximal effect; series mostly up to about 57 µM; on the % scale 0 is the no-effect control and ±100 the full control effect; nearly all actives have a fitted effect of over 65% in size
WRN helicase inh: qHTS for Inhibitors of WRN Helicase; Bifunctional 3'-5' exonuclease/ATP-dependent helicase WRN (Homo sapiens), Q14191; WRN helicase unwinding, fluorescent forked duplex, kinetic; Potency, µM (doses to about 114 µM), for inactives: at the highest dose activity change, negative = inhibition, most hits filed as inhibitors; hit rate 0.46% among 360,000; further: potency means the concentration at half of the fitted maximal effect; on the % scale 0 is the no-effect control and ±100 the full control effect; nearly all actives have a fitted effect of over 55% in size
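Enzyme (20 nM final) and test compound sit together 15 min at room temperature before substrate addition. Substrate is a single-forked duplex oligonucleotide (100 nM) labelled with fluorophore and quencher, with 2 mM ATP; helicase unwinding raises red fluorescence, read kinetically.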
IL-2 act: qHTS of IL-2 Activators | hit rate 0.065% among 360,000 | activation, % (series mostly up to about 46 µM) | IL-2 activation reporter assay, cell-based qHTS; stimulated with anti-CD3/CD4/CD28 beads; in transgenic mouse T cells; in the data active means activation above about 50%; inconclusive means mostly about 30% to 49%; further: 0% is about no effect
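Unstimulated transgenic mouse T cells, 750 per well, received compound and, after 60 minutes, anti-CD3/anti-CD4 bead plus anti-CD28 stimulation. EGFP and DsRed were quantified after 18 hours.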
CCT modulator: High-Throughput Screening for Modulators of Cytosolic Chaperonin Activity | purified chaperonin ATPase assay, HTRF ADP detection, 30 min | activity change, % (no concentration beside the values), hits read low | hit rate 0.3% among 360,000 | AID 651819, 2012; in the data active means activity change below about -30%; further: on the % scale 0 is the no-effect control and ±100 the full control effect
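ATPase activity: ADP formed was measured by HTRF Transcreener (665/615 nm ratio) after 30 min at 37 deg C with 10 uM ATP. Compounds screened at one 76 uM concentration against 40 or 20 nM TRiC in Tris pH 7.4/KCl/MgCl2/DTT buffer.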
EPAC1 antagonist: qHTS for Antagonist of cAMP-regulated guanine nucleotide exchange factor 3 (EPAC1): primary screen; EPAC1 GEF assay, Rap1b-BODIPY-GDP exchange fluorescence; Potency, µM (top dose mostly 115 µM), for the others: top-dose activity change, negative = inhibition, hits mostly inhibitors; hit rate 0.14% among 360,000;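 further: potency means the concentration at half of the fitted maximal effect; plate controls were vehicle for no effect and positive control for full effect; nearly all actives have a fitted effect of over 50% in size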
* = called active by the depositor. Unless noted, the call rests on the fitted dose curve; in most records, active means well fitted curve in the direction sought with a large enough effect; inconclusive means small, poorly fitted or top-dose-only effect, or another doubt; inactive means no such curve, though single readings can be large; an effect the other way counts as inactive or inconclusive. Only part of the results is shown (hit frequency here may not be typical).

For CCOC(=O)c1sc2nc(CSc3ccccc3)nc(NCCN(C)C)c2c1C the results were EPAC1 ag 7%, PI5P4Ka inh -6, EPAC2 ag 1%, PLK1 PBD block -14%, WRN helicase inh 0%, IL-2 act -2.4, CCT modulator -1.7 and EPAC1 antagonist 3%.
C/[N+]([O-])=C\C1C(=O)CCCC1=O was read as EPAC1 ag -3%, PI5P4Ka inh 1, EPAC2 ag 4%, PLK1 PBD block -15%, WRN helicase inh 6%, IL-2 act -0.9, CCT modulator 1.0 and EPAC1 antagonist -6%.
Screening O=C(CNc1ccccc1F)Nc1cccc(S(=O)(=O)N2CCCCC2)c1 returned EPAC1 ag -1%, PI5P4Ka inh -2, EPAC2 ag 8%, PLK1 PBD block -25%, WRN helicase inh -15%, IL-2 act -0.2, CCT modulator 2.5 and EPAC1 antagonist -24%.
For CC1(C(=O)Nc2cccnc2)Cc2c(-c3ccc4c(c3)OCO4)ccnc2O1 (centres undefined) the results were EPAC1 ag -1%, PI5P4Ka inh -10, EPAC2 ag 17%, PLK1 PBD block -9%, WRN helicase inh 7%, IL-2 act -0.4, CCT modulator -0.4 and EPAC1 antagonist -12%.
COCCOC(=O)c1[nH]c2c(c1C)C(=O)CC(c1ccc(OC)c(OC)c1)C2 (centres undefined) was read as EPAC1 ag 8%, PI5P4Ka inh -3, EPAC2 ag 13%, PLK1 PBD block -9%, WRN helicase inh 0%, IL-2 act -3.8, CCT modulator -3.9 and EPAC1 antagonist -12%.
For COc1ccccc1C(C)NCC(=O)NCc1ccc(C)cc1 (centres undefined) the results were EPAC1 ag 5%, PI5P4Ka inh 3, EPAC2 ag -7%, PLK1 PBD block 5%, WRN helicase inh -7%, IL-2 act 0.7, CCT modulator -2.7 and EPAC1 antagonist 5%.
For CCCS(=O)(=O)c1ccc(COC(=O)c2cccc(NC(=O)C(C)C)c2)cc1 the results were EPAC1 ag -2%, PI5P4Ka inh 8, EPAC2 ag 7%, PLK1 PBD block -18%, WRN helicase inh -3%, IL-2 act -0.9, CCT modulator -1.0 and EPAC1 antagonist -8%.
For COCC(=O)Nc1ccc(F)cc1 the results were EPAC1 ag -4%, PI5P4Ka inh -4, EPAC2 ag 0%, PLK1 PBD block -5%, WRN helicase inh -7%, IL-2 act -0.4, CCT modulator 5.2 and EPAC1 antagonist 9%.
`CCc1c(C)c2ccc(OCC(=O)OC(C)C)c(C)c2oc1=O` gave EPAC1 ag -3%, EPAC2 ag -6%, PLK1 PBD block -1%, WRN helicase inh -8%, IL-2 act 2.7, CCT modulator -0.3 and EPAC1 antagonist 1%.
Cc1ccc(Cn2nnc(C(=O)Nc3cccc(C)c3C)c2N)cc1 was read as EPAC1 ag -13%, PI5P4Ka inh 12, EPAC2 ag -9%, PLK1 PBD block -5%, WRN helicase inh 5%, IL-2 act -0.4, CCT modulator -4.6 and EPAC1 antagonist -17%.
For O=C(Nc1cccc(-c2cn3ccccc3n2)c1)c1ccccc1 the results were EPAC1 ag 3%, PI5P4Ka inh 1, EPAC2 ag 12%, PLK1 PBD block -3%, WRN helicase inh -13%, IL-2 act -5.0, CCT modulator -0.2 and EPAC1 antagonist -21%.
`O=C(Nc1ccc2c(c1)CCCN2C(=O)c1ccco1)c1cc([N+](=O)[O-])ccc1Cl` gave EPAC1 ag 5%, PI5P4Ka inh -4, EPAC2 ag 2%, PLK1 PBD block -13%, WRN helicase inh 2%, IL-2 act -2.2, CCT modulator 2.6 and EPAC1 antagonist -14%.
For Cc1cccc2cc(/C=N/Nc3ccc(C(=O)O)cc3)c(Cl)nc12 the results were EPAC1 ag 0%, PI5P4Ka inh -7, EPAC2 ag -5%, PLK1 PBD block inconclusive, WRN helicase inh -12%, IL-2 act 3.1, CCT modulator 1.0 and EPAC1 antagonist -3%.
`O=[N+]([O-])/C(C(Cl)=C(Cl)Cl)=C(/NC1CC1)Sc1ccccc1` gave EPAC1 ag -3%, PI5P4Ka inh 3, EPAC2 ag 4%, PLK1 PBD block inconclusive, WRN helicase inh -35%, IL-2 act 0.9, CCT modulator -0.2 and EPAC1 antagonist 5%.
For Cc1cc(C)c2c(N)c(C(=O)Nc3nccs3)sc2n1 the results were EPAC1 ag 0%, PI5P4Ka inh -19, EPAC2 ag 6%, PLK1 PBD block -7%, WRN helicase inh -33%, IL-2 act 0.4, CCT modulator 0.7 and EPAC1 antagonist -4%.

The final 4 records of the section above lead into the next:
`O=C(Nc1ccc2c(c1)CCCN2C(=O)c1ccco1)c1cc([N+](=O)[O-])ccc1Cl` gave EPAC1 ag 5%, PI5P4Ka inh -4, EPAC2 ag 2%, PLK1 PBD block -13%, WRN helicase inh 2%, IL-2 act -2.2, CCT modulator 2.6 and EPAC1 antagonist -14%.
For Cc1cccc2cc(/C=N/Nc3ccc(C(=O)O)cc3)c(Cl)nc12 the results were EPAC1 ag 0%, PI5P4Ka inh -7, EPAC2 ag -5%, PLK1 PBD block inconclusive, WRN helicase inh -12%, IL-2 act 3.1, CCT modulator 1.0 and EPAC1 antagonist -3%.
`O=[N+]([O-])/C(C(Cl)=C(Cl)Cl)=C(/NC1CC1)Sc1ccccc1` gave EPAC1 ag -3%, PI5P4Ka inh 3, EPAC2 ag 4%, PLK1 PBD block inconclusive, WRN helicase inh -35%, IL-2 act 0.9, CCT modulator -0.2 and EPAC1 antagonist 5%.
For Cc1cc(C)c2c(N)c(C(=O)Nc3nccs3)sc2n1 the results were EPAC1 ag 0%, PI5P4Ka inh -19, EPAC2 ag 6%, PLK1 PBD block -7%, WRN helicase inh -33%, IL-2 act 0.4, CCT modulator 0.7 and EPAC1 antagonist -4%.
Cc1ccc2c(c1)C1CN(C)CCC1N2S(=O)(=O)c1cccc(C(F)(F)F)c1 (centres undefined) was read as EPAC1 ag -7%, PI5P4Ka inh 0, EPAC2 ag -5%, PLK1 PBD block -1%, WRN helicase inh 1%, IL-2 act 2.6, CCT modulator -0.3 and EPAC1 antagonist -10%.
`N#Cc1c(C(F)(F)F)cc(-c2ccccc2Cl)[nH]c1=O` gave EPAC1 ag -10%, EPAC2 ag -9%, PLK1 PBD block -26%, WRN helicase inh -13%, IL-2 act 1.3, CCT modulator 0.2 and EPAC1 antagonist -1%.
Screening CCOc1cc([N+](=O)[O-])cc(/C=N/NC(=O)c2c(-c3ccccc3)noc2C)c1O returned EPAC1 ag 10%, PI5P4Ka inh -10, EPAC2 ag -1%, PLK1 PBD block -1%, WRN helicase inh 0%, IL-2 act 0.2, CCT modulator -2.8 and EPAC1 antagonist -4%.
For COc1ccc(OC)c(NC(=O)CSc2ncnc3c2cnn3-c2ccccc2Cl)c1 the results were EPAC1 ag 12%, EPAC2 ag 11%, PLK1 PBD block -1%, WRN helicase inh -13%, IL-2 act -3.3, CCT modulator -3.4 and EPAC1 antagonist -4%.
Screening COCCSc1nc(N)c(NC(=O)c2ccc(OC)cc2)c(=O)[nH]1 returned EPAC1 ag 3%, PI5P4Ka inh 1, EPAC2 ag 9%, PLK1 PBD block -10%, WRN helicase inh -2%, IL-2 act 1.6, CCT modulator -2.2 and EPAC1 antagonist 9%.
O=C(O)c1c2c(nc3ccc(S(=O)(=O)N4CCC(C(=O)NCc5ccccc5)CC4)cc13)CCCC2 was read as EPAC1 ag -1%, PI5P4Ka inh 7, EPAC2 ag 2%, PLK1 PBD block -12%, WRN helicase inh -12%, IL-2 act -1.9, CCT modulator 1.8 and EPAC1 antagonist -4%.
For CC(C)C[C@H](NC(=O)N1CCn2c1nc1ccccc12)C(=O)NCC1CCCO1 (some centres undefined) the results were EPAC1 ag 9%, PI5P4Ka inh -2, EPAC2 ag 4%, PLK1 PBD block -6%, WRN helicase inh -2%, IL-2 act -0.4, CCT modulator -0.1 and EPAC1 antagonist 13%.
`Cc1cccc(C)c1NC(=O)CN1C(=O)COc2ccccc21` gave EPAC1 ag 0%, PI5P4Ka inh -6, EPAC2 ag 8%, PLK1 PBD block 2%, WRN helicase inh -1%, IL-2 act 0.4, CCT modulator -0.1 and EPAC1 antagonist 6%.
For COc1cc(C)ccc1OCCCCOc1ccccc1C(C)=O the results were EPAC1 ag 11%, PI5P4Ka inh 20, EPAC2 ag 6%, PLK1 PBD block 1%, WRN helicase inh -4%, IL-2 act -1.8, CCT modulator -4.8 and EPAC1 antagonist 6%.
`Cc1nc([N+](=O)[O-])cn1CC(=O)Nc1ccc(F)c(Cl)c1` gave EPAC1 ag 4%, PI5P4Ka inh 0, EPAC2 ag 3%, PLK1 PBD block -9%, WRN helicase inh -2%, IL-2 act -1.2, CCT modulator 0.2 and EPAC1 antagonist -8%.
For CC(C(=O)c1ccc(-c2ccccc2)cc1)[n+]1cccc(C(N)=O)c1 (centres undefined) the results were EPAC1 ag -8%, PI5P4Ka inh 2, EPAC2 ag 1%, PLK1 PBD block -2%, WRN helicase inh -12%, IL-2 act 0.9, CCT modulator -0.4 and EPAC1 antagonist -16%.
Screening COc1ccc(S(=O)(=O)n2nc(OC(C)=O)cc2N(C(C)=O)C(C)=O)cc1 returned EPAC1 ag -4%, PI5P4Ka inh -13, EPAC2 ag 3%, PLK1 PBD block inconclusive, WRN helicase inh -3%, IL-2 act 0.3, CCT modulator 0.0 and EPAC1 antagonist -15%.
COc1ccccc1-n1c(SCC(=O)N2CCCC2)nnc1-c1ccccc1 was read as EPAC1 ag 2%, PI5P4Ka inh 3, EPAC2 ag -2%, PLK1 PBD block -5%, WRN helicase inh -2%, IL-2 act -1.2, CCT modulator 1.9 and EPAC1 antagonist -4%.
`CC(C)(C)C(=O)/C(C#N)=C/c1cccs1` gave EPAC1 ag 14%, PI5P4Ka inh 10, EPAC2 ag 1%, PLK1 PBD block -10%, WRN helicase inh inconclusive, IL-2 act 0.9, CCT modulator -0.8 and EPAC1 antagonist -11%.

Screening results: PubChem, National Center for Advancing Translational Sciences (NCATS)
